E-sel inducer = E-selectin induction on HUVECs | activation, % at 7.58 µM | AID 686992 | P16581 | hit rate 0.37% among 260,000 | HUVEC E-selectin immunofluorescence imaging; normalized: neutral wells 0, TNF-alpha wells 100;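 active = mean E-selectin-positive cell signal at least 10% of the positive control, reached in at least 60% of replicates, without over 20% cell loss; inconclusive = no rule given, readout overlaps actives, possibly toxicity-flagged; inactive = the rest, including those meeting only one limit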;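 also: in these data hits start at about 27%; measured in HUVEC primary endothelial cells; signal is the percent of cells scored E-selectin positive by PE staining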
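Test system: HUVEC | Signal: Immunofluorescence imaging | Read-out: Percent E-selectin-positive cells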
Xi reactivation = activators of X-chromosome reactivation in mouse fibroblasts; XiGFP mouse fibroblasts, % GFP-positive cells imaging, 3 d; cells co-treated with 5-aza-dC sensitizer; scaled so ellipticine positive control = 100%; activation, % at 7.58 µM; hit rate 0.055% among 360,000; AID 743238;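 active = mean normalized replicate activation at least 10% and every replicate at or above 10%; inconclusive = only one of the two criteria met; inactive = mean below 10% and not all replicates reach 10%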;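 also: 0% = median of on-plate neutral control wells and 100% = ellipticine 6 µM median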
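Material: XiGFP fibroblasts, SV40-immortalized. Buffer or medium: DMEM plus 5-aza-dC sensitizer. Compound: single concentration per compound, delivered by pin transfer. Times: 3 days compound exposure. Controls: ellipticine 6 µM.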
Casp6 inh = caspase-6 (human) enzyme inhibition; P55212; purified caspase-6, Z-VEID-R110 cleavage fluorescence; inhibition, % at 12.5 µM; hit rate 0.53% among 350,000;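 active = mean inhibition across replicates at least about 35%, with every replicate also reaching that limit, limit read from the data; inconclusive = only one of the two criteria met; inactive = neither criterion met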;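 also: 0% = median of neutral control wells and 100% = no fluorescence left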
Target sequence (P55212 24-179 limits assumed): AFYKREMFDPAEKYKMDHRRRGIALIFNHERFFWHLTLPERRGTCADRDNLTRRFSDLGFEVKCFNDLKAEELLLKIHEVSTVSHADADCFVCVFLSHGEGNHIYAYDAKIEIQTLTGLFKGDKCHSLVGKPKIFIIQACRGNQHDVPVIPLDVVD
Target sequence (P55212 194-293 limits assumed): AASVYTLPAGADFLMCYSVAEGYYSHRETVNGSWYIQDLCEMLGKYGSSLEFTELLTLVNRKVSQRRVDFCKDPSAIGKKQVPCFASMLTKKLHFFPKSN
INS-1E GSIS act = GLuc luminescence reporter in INS-1E cells, primary screen for activators of glucose-dependent secretion of insulin; INS-1E GLuc reporter insulin secretion, 2-3 h; AID 743287; hit rate 0.61% among 370,000; activation, % at 16.6 µM;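 active = lowest replicate activation of at least 40%, so every replicate reaches that level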;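 also: 0% = median of neutral control wells and 100% = median of IBMX positive control wells; some compounds called inactive have numbers as strong as hits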
RAD52 anneal inh = inhibitors of human RAD52 DNA annealing | hit rate 0.46% among 360,000 | inhibition, % at 18.7 µM | P43351 | recombinant RAD52 DNA annealing, FRET fluorescence;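 active = every replicate showing at least 50% inhibition; inconclusive = mean inhibition at least 50% but not in every replicate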
RAD54 branch = inhibitors of human RAD54 branch migration | inhibition, % at 10.4 µM | RAD54 Holliday junction branch migration, FAM/BHQ fluorescence | Q92698 | hit rate 0.14% among 360,000;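 active = mean normalized replicate activity at least 40 and at least half of replicates scoring 40 or more; inconclusive = only one of the two criteria met; inactive = mean below 40 and under half of replicates reaching 40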;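 also: 0% = median of neutral control wells and 100% = median of positive control wells; inhibitors cause a drop in the FAM fluorescence signal; in these data hits start at about 50%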
Target sequence (Q92698 whole entry, looked up): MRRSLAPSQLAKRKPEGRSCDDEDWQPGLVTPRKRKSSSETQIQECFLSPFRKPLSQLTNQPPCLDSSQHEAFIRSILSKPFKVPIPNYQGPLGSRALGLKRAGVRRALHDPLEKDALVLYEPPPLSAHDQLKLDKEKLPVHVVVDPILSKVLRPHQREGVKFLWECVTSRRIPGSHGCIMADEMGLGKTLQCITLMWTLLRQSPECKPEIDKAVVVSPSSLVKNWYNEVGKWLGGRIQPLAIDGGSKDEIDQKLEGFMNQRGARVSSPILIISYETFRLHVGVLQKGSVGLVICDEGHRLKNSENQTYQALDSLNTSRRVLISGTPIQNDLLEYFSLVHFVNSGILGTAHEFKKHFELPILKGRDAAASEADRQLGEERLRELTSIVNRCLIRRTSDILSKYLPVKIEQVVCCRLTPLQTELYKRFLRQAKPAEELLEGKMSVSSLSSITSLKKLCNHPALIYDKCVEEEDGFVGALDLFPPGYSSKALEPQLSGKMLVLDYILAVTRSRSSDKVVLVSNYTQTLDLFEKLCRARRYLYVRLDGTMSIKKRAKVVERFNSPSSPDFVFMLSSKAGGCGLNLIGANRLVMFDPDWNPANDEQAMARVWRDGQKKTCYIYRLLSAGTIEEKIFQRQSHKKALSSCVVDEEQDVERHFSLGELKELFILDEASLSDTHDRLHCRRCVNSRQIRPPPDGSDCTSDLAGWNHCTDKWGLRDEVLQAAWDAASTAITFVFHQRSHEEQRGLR
DENV2 CPE = DENV2-induced cell death inhibition. DENV2-infected cells, cytopathic effect rescue, plate reader. CPE inhibition, % at 9.99 µM. hit rate 1.7% among 350,000. AID 651640; in the data active = CPE inhibition above about 20%, passing the limit was not always enough; inconclusive = no clear call, values can overlap the other calls; tested in BHK-21 cells;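 also: 0% = median of neutral control wells and 100% = median of positive control wells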
CFTR F508del cor = correctors of CFTR F508del function in bronchial epithelial cells; CFBE cells, YFP halide quenching; stimulated with forskolin plus potentiator P3; % fluorescence drop versus neutral controls; activity (quench increase), % at 7.58 µM; hit rate 0.36% among 350,000; AID 720511;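 active = mean added fluorescence quench of at least 8% versus neutral control, with both replicates also reaching 8%; inconclusive = only one of the mean or replicate conditions met; inactive = mean below 8% and not both replicates reaching 8%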;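 also: cells transiently co-express mutant CFTR-F508del with the halide-sensitive YFP; corrector assay measuring rescue of mutant channel to the surface after 24 h compound exposure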
* = called active by the depositor; ? = inconclusive; . = not tested or not shown; & = joins results of further samples; ! = a repeat was not active.

SMILES	E-sel inducer	Xi reactivation	Casp6 inh	INS-1E GSIS act	RAD52 anneal inh	RAD54 branch	DENV2 CPE	CFTR F508del cor
COc1cccc(NC(=O)CN2C(=O)NC(c3ccccc3)(c3ccccc3)C2=O)c1	-0.1	0.4	4	-16	-10	6	-5	-1.8
Cc1nn(-c2ccc(N3CCOCC3)nn2)c(C)c1CCC(=O)Nc1ccccc1	.	0.2	3	7	7	-4	-3	0.7
Cc1ccc(OCCn2cnc(Cl)c2Cl)cc1	.	0.0	-2	-5	-7	.	-4	2.7
CN1CCC(N(C)CC(C)(C)NS(=O)(=O)c2ccccc2)CC1	.	-0.1	0	30	-7	.	8	-0.5
CC(C)OC(=O)N(C)C[C@H]1OCc2cnnn2CCCC(=O)N([C@H](C)CO)C[C@@H]1C	0.8&-0.1	-0.6	0&0	1&2	-10&9	-19&0	29*!	2.5&-5.9&-0.3
COc1ccc2c3c([nH]c2c1)[C@@H](CO)N(C)CC31CN(S(=O)(=O)c2cccc(F)c2)C1	-0.2	0.3	.	5	.	.	-16	-0.8
CCOC(=O)C1CCN(S(=O)(=O)c2ccc(-n3cnnn3)c(C)c2)CC1	.	.	0	1	2	-2	.	-1.3
CCOc1ccc(C(=O)NNC(=O)c2cc(C)oc2C)cc1	0.0	0.5	-3	9	-12	.	-2	0.7
Cc1cc(C(=O)NN=C2CCCC2)c2ccccc2n1	.	0.5	1	11	-3	-1	-5	-0.2
CCCCCC(=O)N1CCN(CCN=CC2=C(O)CC(c3ccc(OC)c(OC)c3)CC2=O)CC1 (centres undefined)	.	-0.1	-1	8	0	-6	4	0.6
O=C(NCc1ccccn1)C(=O)Nc1cccc2ccccc12	-1.6	0.1	-3	-4	6	.	5	-2.3
CC1(C)CC(=O)C(CS(=O)(=O)c2ccccc2)=C(Cl)C1	-0.1	-0.1	3	12	-11	-12	-3	-0.9

(next part)
SMILES	E-sel inducer	Xi reactivation	Casp6 inh	INS-1E GSIS act	RAD52 anneal inh	RAD54 branch	DENV2 CPE	CFTR F508del cor
Cc1cc(NC(=O)COc2ccc(F)c(Cl)c2)no1	-0.2	0.1	2	-5	-14	-9	-3	1.1
CC(C)c1ccc(NC(=O)c2cc(S(=O)(=O)N3CCCC3)c[nH]2)cc1	1.7	0.0	2	.	-12	5	.	-0.6
COc1cccc(CNC(=O)CN2C(=O)CSc3ccc(S(=O)(=O)N4CCCCC4)cc32)c1	.	0.0	3	-16	-19	-2	0	1.5
Cc1ccc(S(=O)(=O)Nc2ccc(S(=O)(=O)N3CCOCC3)cc2)cc1	.	0.2	-1	-4	-6	4	7	-0.4
CCNC(=O)C[C@H]1CC[C@H]2[C@H](COc3ccc(NC(=O)c4ccc(C(F)(F)F)cc4)cc3C(=O)N2C)O1	0.0	0.4	2	2	2	7	-7	4.7
Cc1cc(C)n2nc(C(=O)Nc3ccc(N4CCOCC4)cc3)nc2n1	.	.	0	2	12	-4	.	.
COc1cccc(NC(=O)Nc2ccc3c(c2)C(=O)N(C)[C@@H]2CC[C@H](CC(=O)O)O[C@@H]2CO3)c1	0.1	0.3	.	4	.	-17	-1	1.1
COc1ccc(NC(=O)N[C@@H]2C=C[C@@H](CC(=O)NC3CCC3)O[C@H]2CO)cc1	0.5	-0.4	2	18	-7	3	-4	1.4
COC(=O)c1sc(NC(=S)NC(=O)c2ccccc2Cl)nc1C	-0.1	0.5	1	.	-16	.	0	.
COc1ccc(S(=O)(=O)NCC2CCCO2)cc1Cl (centres undefined)	-0.1	0.0	0	-1	-14	4	3	-0.2
Cc1cc(C(=O)NP(=O)(N2CCOCC2)N2CCOCC2)c(C)n1-c1ccc(N(C)C)cc1	.	0.2	15	1	-11	.	5	1.2
Cc1ccc(S(=O)(=O)N2C[C@H]3C(=O)C[C@@H](c4ccccc4)N(S(=O)(=O)c4ccc(C)cc4)[C@H]3C[C@H]2c2ccccc2F)cc1	0.2	-0.2	-2	-1	-13	7	0	-4.3

The list goes on.
SMILES	E-sel inducer	Xi reactivation	Casp6 inh	INS-1E GSIS act	RAD52 anneal inh	RAD54 branch	DENV2 CPE	CFTR F508del cor
Cc1cc(C)c(OCC(=O)N(Cc2ccccc2)C2CCS(=O)(=O)C2)c(C)c1 (centres undefined)	.	0.2	2	16	-11	0	?	-0.7
Cn1nnc(NC(=S)NC(=O)c2cccs2)n1	-2.5	-0.4	4	10	3	1	2	.
CCOC(=S)SCc1cn2cccc(C)c2n1	-2.3	0.0	8	-3	-1	.	9	-2.8
COCC#Cc1cnc2c(c1)C(=O)N([C@@H](C)CO)C[C@H](C)[C@@H](CN(C)C(=O)CN1CCOCC1)O2	0.3	-0.8	-1	30	-3	-7	3	3.4
c1ccc(-c2cnc(C3CCCCC3)o2)cc1	-0.1	0.0	6	.	-14	-1	-3	0.0
NC(CO)c1csc(NC(=O)Nc2cccc(Cl)c2)n1 (centres undefined)	0.8	0.2	-8	-17	-10	4	16	-0.7
CCCc1nc2sc3ccccc3c(=O)c2c(=O)n1Cc1ccccc1	-0.1	-0.1	-2	21	-14	-3	-8	1.6
CCN1CCN(CC(=O)c2cc(Cl)ccc2Cl)CC1	2.1	0.2	-16	0	-27	.	-5	0.2
COc1ccc(CNC(=O)CN(Cc2ccccc2OC)C(=O)c2csnn2)cc1	.	0.0	-3	3	-11	1	4	0.2
COc1ccc(-n2nc(C(=O)NCC(=O)N3CCCCCC3)c3ccccc3c2=O)cc1	.	0.0	-2	-12	-3	2	1	0.5
COc1ccc(C(C)(O)c2nc(-c3ccoc3)cs2)cc1 (centres undefined)	-0.1	-0.1	9	-15	-76	-2	-9	3.0
C[C@@H]1CN([C@@H](C)CO)C(=O)Cc2cc(NC(=O)Nc3ccc(F)cc3)ccc2O[C@H]1CN(C)Cc1ccc(C(=O)Nc2ccccc2N)cc1	0.5	-0.3	-1	25	31	.	15	1.8

Next records.
SMILES	E-sel inducer	Xi reactivation	Casp6 inh	INS-1E GSIS act	RAD52 anneal inh	RAD54 branch	DENV2 CPE	CFTR F508del cor
CN1CCN(c2nc3ccccn3c(=O)c2/C=C(\C#N)S(=O)(=O)c2ccccc2)CC1	.	0.1	-3	.	4	.	-3	1.1
CC1=NNC(=O)C1CCC(=O)N/N=C/c1ccco1 (centres undefined)	0.3	0.0	-6	.	-16	-4	-3	2.4
COc1ccc(CN(C)C[C@@H]2OCCCC[C@H](C)Oc3ccc(NS(=O)(=O)c4ccc(Cl)cc4)cc3C(=O)N([C@H](C)CO)C[C@@H]2C)cc1	.	0.0	1	-8	55*	-1	-12	1.6
C[C@@H]1CN([C@@H](C)CO)C(=O)CCCn2cc(nn2)CO[C@H]1CN(C)S(=O)(=O)c1ccc(Oc2ccccc2)nc1	0.3	3.0&-0.6	-3&0	0	-5&-6	-3	?	-1.9&0.9
Cc1ccccc1NC(=O)CSc1nc(-c2ccccc2)cc(=O)[nH]1	.	0.0	0	3	-1	-6	-6	-0.2
O=C(N/N=C/c1cc2cc3c(cc2nc1Cl)OCO3)c1ccncc1	0.3	0.0	-3	12	-9	.	-2	-1.0
CCN(CC)S(=O)(=O)c1ccc(Nc2cc(C)nc3ncnn23)cc1	.	.	2	-7	-15	-1	0	-3.1
Nc1cccc2c3c(oc12)CCCC3	2.2	0.0	4	-5	-23	1	0	0.5
CCOc1ccc(NS(=O)(=O)c2ccc3ncsc3c2)cc1	.	-0.1	3	9	-11	.	3	-1.1
CCn1c(SCC(=O)OC)nnc1-c1c[nH]c2ccccc12	.	-0.1	-2	11	-8	.	-4	3.5
Cc1ccc(N=C2CSC(=O)N2)cc1	2.7	0.3	5	-13	1	-9	1	-2.0
C[C@@H]1CN([C@H](C)CO)C(=O)Cc2cc(NC(=O)Cn3cnnn3)ccc2O[C@@H]1CN(C)S(=O)(=O)c1cn(C)cn1	-15	0.0	2	7	-7	-2	?	1.4

Going on with the list.
SMILES	E-sel inducer	Xi reactivation	Casp6 inh	INS-1E GSIS act	RAD52 anneal inh	RAD54 branch	DENV2 CPE	CFTR F508del cor
COc1ccc(NC(=O)N(C)C[C@H]2Oc3ccc(NS(=O)(=O)c4ccccc4)cc3CC(=O)N([C@H](C)CO)C[C@H]2C)cc1	0.0	-0.3	0	-4	-3	.	-6	-2.3
N#Cc1ccc(CSc2nnc(NC(=O)c3ccc(=O)[nH]c3)s2)cc1	0.7	.	0	4	-23	-2	9	0.7
CCOC(=O)c1c(NC(=O)CN2CCN(C(=O)C3CCCO3)CC2)sc(C)c1C (centres undefined)	-1.1	0.0	3	5	1	-12	0	-0.3
COc1ccc(OC)c(-n2c(SCC(=O)NCC3CCCO3)nc3ccccc3c2=O)c1 (centres undefined)	0.4	0.6	9	-5	-4	-5	-4	-2.8
Cc1cccc(NC(=O)C(C)SCc2nc3sc(C)c(C)c3c(=O)[nH]2)n1 (centres undefined)	0.2	0.4	10	13	-116	-4	16	0.5
COc1cccc2c1cc1c(=O)n(CC(=O)N3CCCC3)nc(C)n12	5.3	0.0	-1	-1	5	2	4	-0.2
Clc1ccccc1CSc1nc2ccncc2[nH]1	0.0	-0.1	0	-32	0	5	12	3.0
CCOc1ncccc1C(=O)OCC(=O)NC(=O)NC(C)C	.	-0.1	2	-4	-20	.	1	-0.3
C[C@H]1CN([C@@H](C)CO)C(=O)c2cc(NC(=O)Nc3ccc4c(c3)OCO4)ccc2O[C@H]1CN(C)C	-8.2	-1.2	1	15	-5	-4	4	-3.3
C/C(=N\Nc1ccc(S(N)(=O)=O)cc1[N+](=O)[O-])c1ccco1	0.0	0.0	7	3	-6	10	1	1.3
O=C(NNC(=O)c1cnccc1C(F)(F)F)c1ccccc1	.	0.3	2	-4	-3	3	5	0.7
O=c1c2ccccc2nnn1Cc1ccco1	-0.2	0.0	-2	-1	-28	.	14	-2.2

The list goes on.
SMILES	E-sel inducer	Xi reactivation	Casp6 inh	INS-1E GSIS act	RAD52 anneal inh	RAD54 branch	DENV2 CPE	CFTR F508del cor
O=S1(=O)CCSC[C@@H](CNCc2ccco2)N1	.	0.1	0	-15	-27	.	-19	-1.4
COCCNC(=O)c1cc2sccc2n1C	-0.1	-0.1	-1	-7	8	.	-5	4.1
CN(Cc1ccc(F)cc1)C(=O)CNC(=O)c1cccs1	.	0.3	-229	13	-11	1	?	0.7
Nc1[nH]c(C(=O)c2ccccc2)c(-c2ccc(Cl)cc2)c1C(=O)c1c[nH]c2cc(F)ccc12	0.2	0.8	-3	-49	-5	.	12	-2.6
O=C(N/N=C/c1ccccc1)c1ccc(N2CCOCC2)c([N+](=O)[O-])c1	.	0.8	1	12	-11	.	1	.
CC1CC(C)CN(C(=O)COC(=O)c2cccc([N+](=O)[O-])c2)C1 (centres undefined)	.	0.1	0	-11	-10	6	9	-3.1

Rewritten with each value named: two of the compounds above
smiles: O=C(N/N=C/c1cc2cc3c(cc2nc1Cl)OCO3)c1ccncc1
  E-sel inducer = 0.3
  Xi reactivation = 0.0
  Casp6 inh = -3
  INS-1E GSIS act = 12
  RAD52 anneal inh = -9
  RAD54 branch = .
  DENV2 CPE = -2
  CFTR F508del cor = -1.0
smiles: Nc1[nH]c(C(=O)c2ccccc2)c(-c2ccc(Cl)cc2)c1C(=O)c1c[nH]c2cc(F)ccc12
  E-sel inducer = 0.2
  Xi reactivation = 0.8
  Casp6 inh = -3
  INS-1E GSIS act = -49
  RAD52 anneal inh = -5
  RAD54 branch = .
  DENV2 CPE = 12
  CFTR F508del cor = -2.6
